Source: PubChem BioAssay
HTT cytoprotect – Huntington cell model cytoprotection by ATP luminescence; Potency, µM (titrated, usually from 56.4 µM), for inactives: cytoprotection (ATP increase), usual class: activators; AID 1471; 230,000 compounds, 0.14% hits; PC12 HTT-Q103 induced, cytoprotection, ATP luminescence, 40 h;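 note: % of control where 0% means no effect; nearly all actives have a fitted effect of over 45% in size; toxic huntingtin expression switched on by the ecdysone agonist tebufenozide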
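Readout: ATPlite luminescence (ATP level). Model: stable PC12, inducible Htt exon1 Q103-GFP. Inducer: tebufenozide, 100 nM final. Compounds: dose series. No G418 in medium.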
Tau ThT inhib – tau fibrillization inhibition (ThT binding); P10636; recombinant tau K18 P301L, heparin-induced fibrillization, ThT fluorescence; Potency, µM (series often up to 57.4 µM), for inactives: at the highest dose activity, negative = inhibition, hits mostly inhibitors; 270,000 compounds, 2.1% hits; AID 1460; note: % is set by controls: 0 for no effect and ±100 for the full control effect; nearly all actives have a fitted effect of over 55% in size
Target sequence (P10636 561-689 P618L limits assumed): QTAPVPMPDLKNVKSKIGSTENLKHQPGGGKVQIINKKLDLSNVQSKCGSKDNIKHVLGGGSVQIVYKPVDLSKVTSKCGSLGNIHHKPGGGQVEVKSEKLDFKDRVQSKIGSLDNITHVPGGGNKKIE
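Fibril formation assay: tau K18 P301L at 15 uM with trace Alexa 594 label, heparin inducer 20 uM, pH 7 sodium acetate buffer, 37 C for 6 hr; endpoint ThT signal.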
HttQ103 aggreg – inhibitors of mutant huntingtin aggregate formation in PC12 cells; AID 1688; 220,000 compounds, 1.1% hits; Potency, µM (top dose mostly 46.1 µM), for inactives: top-dose activity change, negative = inhibition, usual class: inhibitors; PC12 HttQ103-GFP aggregates, Acumen cytometry, 40 h; note: % is set by controls: 0 for no effect and ±100 for the full control effect; nearly all actives have a fitted effect of over 60% in size
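Aggregate formation scored by laser-scanning cytometer (488 excitation, 500–530 emission) in lysed PC12 cells expressing Q103-GFP after 100 nM tebufenozide induction; library tested in dose series, with ATPLite reagent added in the multiplex.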
Tau FP inhib – inhibitors of human tau fibril formation. Potency, µM (top dose mostly 57.7 µM), for the others: at the top dose activity, negative = inhibition, usual class: inhibitors. K18 P301L tau heparin fibrillization, Alexa594 FP, 6 h. 280,000 compounds, 0.39% hits. P10636; note: % is set by controls: 0 for no effect and ±100 for the full control effect; nearly all actives have a fitted effect of over 55% in size
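Steps: dispense K18 P301L tau (15 uM plus 0.24 uM Alexa 594 tracer, final) in pH 7 sodium acetate; add compound; add heparin (20 uM final); incubate 6 hr, 37 C; add ThT (30 uM final); after 1 hr ambient, read FP.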
SMN2 splice enh – enhancers of SMN2 splice variant expression | HEK293 SMN2-luciferase splicing reporter, luminescence, 30-36 h | Potency, µM (highest dose often 46.1 µM), without a hit: at the top dose activity change, positive = activation, hits mostly activators | 210,000 compounds, 2.8% hits | AID 1458; note: % of control where 0% means no effect; nearly all actives have a fitted effect of over 55% in size
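HEK293 cells carry an SMN2 […]–luciferase reporter in which exon 7 inclusion puts luciferase in frame. Cells were plated 10-12 h before compound addition, then incubated 30-36 h at 37C. ONE-Glo luminescence was read; sodium butyrate at 4.5 mM final served as control.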
Tau fluor counter – counter-screen for tau fibril formation inhibitors; Potency, µM (titrated, usually from 57.7 µM), without a hit: at the top dose activity change, negative = decrease; 280,000 compounds, 0.93% hits; tau K18 P301L Alexa594 fluorescence, heparin fibrillization; note: % is set by controls: 0 for no effect and ±100 for the full control effect; nearly all actives have a fitted effect of over 55% in size
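Human tau K18 P301L (15 uM unlabeled, 0.24 uM Alexa 594-labeled) in 100 mM sodium acetate pH 7 with 20 uM heparin, 6 hr at 37 C. ThT 30 uM added, 1 hr ambient; Alexa 594 FP and total fluorescence read at 555/632 nm.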
ALDH1A1 inh – blocks purified human ALDH1A1 activity | P00352 | Purified ALDH1A1, NADH fluorescence, propionaldehyde substrate | Potency, µM (series often up to 75.3 µM), without a hit: top-dose activity, negative = inhibition, actives largely listed as inhibitors | 220,000 compounds, 7.3% hits | AID 1030; active = well fitted inhibition curve with a large enough effect, not every such curve was filed as active; inconclusive = small, poorly fitted or top-dose-only effect, or another doubt; inactive = no such curve, though single readings can be large or run the other way;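 note: plate controls were no enzyme wells and a reference inhibitor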
Target sequence (P00352 whole entry, looked up): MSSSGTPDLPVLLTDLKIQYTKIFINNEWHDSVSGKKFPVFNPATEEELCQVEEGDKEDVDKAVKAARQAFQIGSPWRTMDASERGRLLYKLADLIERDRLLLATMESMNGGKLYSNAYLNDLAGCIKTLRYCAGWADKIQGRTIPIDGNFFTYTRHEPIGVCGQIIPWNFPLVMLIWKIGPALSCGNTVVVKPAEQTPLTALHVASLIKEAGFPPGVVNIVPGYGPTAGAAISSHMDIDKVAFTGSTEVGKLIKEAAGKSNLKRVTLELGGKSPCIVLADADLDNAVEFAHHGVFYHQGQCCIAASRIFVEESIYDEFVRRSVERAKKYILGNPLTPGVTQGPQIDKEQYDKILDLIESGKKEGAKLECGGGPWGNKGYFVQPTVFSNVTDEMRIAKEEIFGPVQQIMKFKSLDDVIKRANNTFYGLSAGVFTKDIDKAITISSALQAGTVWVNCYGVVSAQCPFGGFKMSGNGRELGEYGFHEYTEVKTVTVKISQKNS
JMJD2E inh – JMJD2E (human) inhibition; AID 2147; Potency, µM (doses to about 57.1 µM), inactives show top-dose activity change, negative = inhibition, usual class: inhibitors; 230,000 compounds, 1.6% hits; JMJD2E catalytic domain, FDH-coupled NADH fluorescence (FDH is formaldehyde dehydrogenase); active = well fitted inhibition curve with a large enough effect, not every such curve was filed as active; inconclusive = small, poorly fitted or top-dose-only effect, or another doubt; inactive = no such curve, though single readings can be large or run the other way;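 note: 0% = wells with enzyme and -100% = buffer wells without enzyme; nearly all actives have a fitted effect of over 50% in size; many of its hits are not listed in these tables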
Target sequence (B2RXH2 1-337 limits assumed): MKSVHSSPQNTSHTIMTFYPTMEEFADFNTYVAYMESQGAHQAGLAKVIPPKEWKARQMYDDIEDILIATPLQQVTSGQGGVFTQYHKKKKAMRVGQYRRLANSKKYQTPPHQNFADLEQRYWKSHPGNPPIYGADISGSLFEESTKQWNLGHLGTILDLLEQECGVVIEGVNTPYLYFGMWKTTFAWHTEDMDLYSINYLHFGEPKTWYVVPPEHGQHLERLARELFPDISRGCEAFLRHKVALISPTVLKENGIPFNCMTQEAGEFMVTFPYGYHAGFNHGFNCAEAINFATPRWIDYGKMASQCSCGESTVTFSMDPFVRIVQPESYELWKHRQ
Active calls of the source: *; ? = inconclusive; . = not tested or not shown; [ ] = another dose, or the depositor's remark. Unless noted, calls come from the whole dose curve; as a rule, active = well fitted curve in the direction sought with a large enough effect; inconclusive = small, poorly fitted or top-dose-only effect, or another doubt; inactive = no such curve, though single readings can be large; an effect the other way counts as inactive or inconclusive. Potency is the fitted concentration of half-maximal effect. This is a subset, so the mix of outcomes need not match the whole.

smiles	HTT cytoprotect	Tau ThT inhib	HttQ103 aggreg	Tau FP inhib	SMN2 splice enh	Tau fluor counter	ALDH1A1 inh	JMJD2E inh
COc1nc(C)ccc1-c1noc(-c2ccncc2)n1	-3%[10 µM]	-5%	-2%	-5%	14µM*	-2%	-1%	0%
O=C(CC12CC3CC(CC(C3)C1)C2)NC(=S)NCc1ccco1	-27%	-7%	?	-6%	0%	-16%	?	2%
O=C(Nc1cccnc1Cl)c1cccnc1Cl	8%	-4%	6%	6%	4%	2%	-1%	11%
COC(C(=O)Nc1ccc(S(=O)(=O)Nc2ccc(C)c(C)c2)cc1)c1ccccc1 (stereo unspecified)	10%[10 µM]	11%	?	?	-1%	?	-9%	0%
CCc1ccc2n(-c3ccc(OC)cc3)c([S-])c(C(=O)Nc3cc(C)cc(C)c3)[n+]2c1	-2%[10 µM]	-8%	-24%[9.22 µM]	10%	.	-8%	.	-20%
COCCNc1ccnc(-c2ccccc2CN(C)C)n1	4%	-2%	.	-10%	-5%	-7%	10%	2%
O=C(O)Cn1cc(/C=C/[N+](=O)[O-])c2ccccc21	.	?	0%	1%	9%	1%	-11%	1%
Cc1ccnc(N2C(=O)c3ccccc3C2Nc2ccccc2Cl)c1 (stereo unspecified)	35%[10 µM]	-6%	8%	2%	11%	-8%	-5%	0%
CC(=O)C1=C(O)C(=O)N(c2ccc(S(=O)(=O)Nc3nccs3)cc2)C1c1ccc([N+](=O)[O-])cc1 (stereo unspecified)	?	-19%	0%	-9%	1%	-10%	?	-7%
CCn1cc(C(=O)N(C)c2cc(C)ccc2C)c2cc(OC)c(OC)cc2c1=O	.	-2%	.	-3%	-16%	-4%	.	.
C=CCN1C(=O)C(Cc2ccc(OC)cc2)SC1=Nc1ccc(C(=O)O)cc1 (stereo unspecified)	-3%[10 µM]	-2%	5%	11%	9%	-1%	-3%	-11%
C=CCN(CC(=O)NCc1ccc(OC)cc1)C(=O)c1csnn1	-20%	-6%	-4%	-1%	6%	-3%	-6%	1%
CCOc1ccc2nc(NC3=NC(c4ccc(OC)cc4)CC(=O)N3)nc(C)c2c1 (stereo unspecified)	-33%	?	?	-3%	-9%	-13%	?	?
Cc1ccc(NC(=O)CSc2nnc(C3COc4ccccc4O3)o2)c(Cl)c1 (stereo unspecified)	0%[10 µM]	-10%	8%	-1%	5%	-10%	2.8µM*	9%
O=C1N/C(=N\N=C\c2cccs2)SC1Cc1ccc(Cl)c(Cl)c1 (stereo unspecified)	-23%	-8%	-11%	-15%	-18%	-20%	5%	4%
Cc1ccc2c(N)[nH]nc2n1	8%[10 µM]	6%	8%[9.22 µM]	1%	6%	2%	0%	5%
CCNc1nnc(-c2ccc(C)cc2)o1	-44%[inhibitor][10 µM]	-4%	14%	4%	24%	1%	?	?
COc1ccc(CN2CCc3cc(OC)c(OC)cc3C2)cc1O	19%[10 µM]	3%	-4%[9.22 µM]	6%	.	13%	-11%	?
Cc1ccc(C(=O)c2c[nH]c(C(=O)NCc3cccnc3)c2)cc1	-4%[10 µM]	12%	?	3%	-22%	14%	?	-8%
O=C(NCc1ccco1)c1ccccc1NS(=O)(=O)c1ccc(Cl)s1	-18%	-14%	18µM*	2%	-35%[inhibitor]	-11%	?	-16%
Cn1c(=O)n(C)c2cc(NC(=O)CCl)ccc21	-88%[inhibitor]	-13%	?	-10%	-70%[inhibitor]	-11%	0.71µM*	-20%
CC(=O)Nc1ccc(S(=O)(=O)n2nc(-c3ccc(C)cc3)nc2N)cc1	-13%	6%	-6%	-14%	-16%	-3%	5%	0%
COc1ccc(N=Cc2c(O)n(-c3cccc(C)n3)c(=O)c3ccccc23)cc1	.	?	2%	-2%	-9%	?	-10%	?
CC(C)(C)N1C(=O)[C@H]2[C@H]3[C@H](O)[C@H](O)C/C(=N/NC(=O)OCc4ccccc4)[C@@H]3CC[C@@H]2C1=O	-15%[10 µM]	-7%[11.5 µM]	.	0%[11.6 µM]	.	2%[11.6 µM]	-8%[13.5 µM]	.
NC(=O)COC(=O)CC(NC(N)=O)c1ccc(Cl)cc1 (stereo unspecified)	.	-2%	7%	-1%	-10%	-2%	1%	-4%
Cc1ccc(-c2nn3c(C)nnc3s2)cc1NC(=O)C(C)C	-10%	-2%	4%	-5%	5%	-9%	-16%	4%
Cc1nc2ccc(C(=O)O)cc2c2c1CC(C)S2 (stereo unspecified)	-3%	-13%	?	6%	7%	3%	?	?
COc1ccc(CCNC(=O)CN(C)S(=O)(=O)c2cccs2)cc1OC	-8%	-9%	6%	4%	10%	-2%	-11%	-1%
Cc1cccc(C(=O)c2c(N)sc3c2CCCC3)c1	8%[10 µM]	?	5%	-8%	.	?	?	0%
CCc1ccccc1NC(=O)Nc1ccc(F)cc1	-29%	-7%	?	1%	.	-9%	1%	2%
O=C(CSc1ccc(-c2ccco2)nn1)NCc1ccc(Cl)cc1	24%[10 µM]	?	12%	-3%	4%	-11%	7.1µM*	12%
O=S(=O)(Nc1cccnc1)c1ccc2c(c1)OCCO2	-2%[10 µM]	-12%	-3%	0%	-5%	-7%	-13%	9%
CCOc1ccccc1-n1nnnc1SC(C)C(=O)OC (stereo unspecified)	-17%	-6%	10%	-2%	14%	-5%	?	2%
CCCCOCCCNC1=NCCCCC1	-4%	2%	1%	-2%	-5%	2%	8%	5%
Cc1ccc(C(=O)OCC(=O)NCc2cccs2)cc1	2%[10 µM]	-4%	12%	7%	14%	1%	-4%	1%
CCOC(=O)N1CCN(C(=O)c2ccc(S(=O)(=O)NCc3ccco3)cc2)CC1	.	-5%	3%	-2%	0%	2%	17%	4%
COC(=O)c1ccc(-c2noc(CN(C)CCC3CCCCO3)n2)cc1 (stereo unspecified)	-33%[10 µM]	11µM*	-14%[9.22 µM]	-82%	.	-45%	8.9µM*	-17%
CC(=O)Nc1ccc(/C(C)=N/Nc2nc(N3CCOCC3)nc(N3CCOCC3)n2)cc1	14%	?	-17%	0%	-12%	-12%	5%	2%
COc1ccccc1NC(=O)C/C(C)=N/NC(=O)C12CC3CC(CC(C3)C1)C2	-33%[inhibitor]	-14%	-3%	3%	.	-4%	?	?
O=C(Nc1ccccc1C(=O)NCc1ccccc1)c1ccccc1Br	-30%[10 µM]	-10%	-10%	-15%	-18%	?	?	?
CCOCCCNC(=S)Nc1ccc(Br)cc1Cl	9%[10 µM]	-6%	5%[9.22 µM]	-7%	.	-17%	.	-2%
Cc1cc(=O)oc2cc(OCc3ccc(C(=O)OCC(=O)Nc4ccc(N(C)C)cc4)cc3)ccc12	-26%[1.9 µM]	?	10%[9.22 µM]	5%	8%	-20%	?	?
Cc1ccc(Cl)cc1NC(=O)Cn1c(=O)n(CCCS(=O)(=O)C2CCCCC2)c(=O)c2ccccc21	.	1%	.	-3%	-11%	?	.	.
CSc1nc(Sc2cccc(Cl)c2)c2ccccc2n1	-7%	-15%	8%	-6%	-23%	-13%	-1%	12%
CCC1=NN(C(=O)CCc2ccc3c(c2)OCO3)C(O)(C(F)(F)F)C1 (stereo unspecified)	10%[10 µM]	-7%	8%[9.22 µM]	-1%	.	-14%	15%	?
O=C(NCC(=O)N(CC1CCCO1)C(C(=O)NC1CCCCC1)c1ccccc1)c1ccco1 (stereo unspecified)	.	0%	.	-2%	-11%	2%	-5%	6%
Cc1ccc(NC(=O)C2=C(O)c3sccc3N(C)S2(=O)=O)cc1	0%[10 µM]	-6%	10%	2%	?	-9%	-4%	-4%
Cc1cccc(NC(=O)c2c(C)cc(=O)oc2C)n1	9%	-11%	-27%	-5%	25%	-7%	1%	5%
Cc1ccsc1CN(C(=O)c1oc2ccccc2c1C)C1CCS(=O)(=O)C1 (stereo unspecified)	.	-7%	.	-2%	-11%	-14%	.	.
COc1ccc(-n2c(C)cc(C(=O)Cn3nnc4ccccc4c3=O)c2C)cc1	6%	-4%	4%[9.22 µM]	-3%	-3%	-20%	-10%	-2%
O=C(Nc1ccccc1)c1ccc2snnc2c1	.	-13%	.	0%	9%	-11%	1%	4%
CC12CCC(C(=O)N(c3cccc(Cl)c3)C1=O)C2(C)C (stereo unspecified)	-20%[10 µM]	-1%	11%	3%	-7%	-9%	11%	1%
Cc1nnc(NC(=O)CSc2ncn(-c3ccccc3)n2)s1	18%	-14%	-1%	-10%	-6%	-6%	4%	0%
CCOC(=O)c1ccc(S(=O)(=O)N2CCN(C)CC2)cc1	-18%	9%	1%	5%	6%	7%	2%	-7%
CC(=O)C(C)Oc1ccc2c3c(c(=O)oc2c1)CCCC3 (stereo unspecified)	3%	-9%	1%	-3%	-4%	-7%	?	?
CCCN1C(=O)C(O)(CC(=O)c2ccc3c(c2)OCCO3)c2ccccc21 (stereo unspecified)	24%[10 µM]	0%	5%	3%	-10%	1%	7.1µM*	-5%
COc1cccc(N2CCN(c3ccc(N4C(=O)CCC4=O)cc3[N+](=O)[O-])CC2)c1	2%	?	-23%	10%	-15%	-28%	-7%	6%
Cc1noc(C)c1C(=O)OC(C(=O)NC1CCCC1)c1ccc(F)cc1 (stereo unspecified)	3%[10 µM]	4%	-1%	1%	-10%	-1%	10%	4%
COCCN1C(=O)N[C@@H](CCc2ccccc2)C(C(=O)OC)=C1C	-2%	-4%	.	-1%	-4%	-5%	-6%	4%

Ordered by number of heavy atoms (largest number first): some entries from above
smiles	HTT cytoprotect	Tau ThT inhib	HttQ103 aggreg	Tau FP inhib	SMN2 splice enh	Tau fluor counter	ALDH1A1 inh	JMJD2E inh
CCC1=NN(C(=O)CCc2ccc3c(c2)OCO3)C(O)(C(F)(F)F)C1 (stereo unspecified)	10%[10 µM]	-7%	8%[9.22 µM]	-1%	.	-14%	15%	?
CCOc1ccccc1-n1nnnc1SC(C)C(=O)OC (stereo unspecified)	-17%	-6%	10%	-2%	14%	-5%	?	2%
CSc1nc(Sc2cccc(Cl)c2)c2ccccc2n1	-7%	-15%	8%	-6%	-23%	-13%	-1%	12%
